# Source: PubChem BioAssay
# KB-V1 MDR tox: KB-V1 MDR subline cytotoxicity. Potency, µM (series often up to 46.1 µM), without a hit: top-dose activity change, negative = cytotoxicity, hits mostly cytotoxic. KB-V1 MDR cells viability, CellTiter-Glo, 72 h. actives 3.4% (n = 400,000). AID 1347076; further: on the % scale 0 is the no-effect control and ±100 the full control effect; nearly all actives have a fitted effect of over 60% in size
#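 Cells of the MDR subline KB-V1 are plated, dosed with compound at multiple concentrations, and incubated 72 h at 37 degrees C; CellTiter-Glo is then added and luminescence read after 10 min.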
# GLP-1R inv ag: GLP-1 receptor (human) inverse agonism; actives 1.6% (n = 410,000); Potency, µM (highest dose often 38.3 µM), inactives show at the highest dose activity change, negative = inhibition, usual class: inhibitors; HEK293 GLP-1R CRE-luciferase, luminescence, 24 h; GLP-1R form is constitutively active; P43220; further: on the % scale 0 is the no-effect control and ±100 the full control effect; nearly all actives have a fitted effect of over 55% in size
# Target sequence (P43220 whole entry, looked up): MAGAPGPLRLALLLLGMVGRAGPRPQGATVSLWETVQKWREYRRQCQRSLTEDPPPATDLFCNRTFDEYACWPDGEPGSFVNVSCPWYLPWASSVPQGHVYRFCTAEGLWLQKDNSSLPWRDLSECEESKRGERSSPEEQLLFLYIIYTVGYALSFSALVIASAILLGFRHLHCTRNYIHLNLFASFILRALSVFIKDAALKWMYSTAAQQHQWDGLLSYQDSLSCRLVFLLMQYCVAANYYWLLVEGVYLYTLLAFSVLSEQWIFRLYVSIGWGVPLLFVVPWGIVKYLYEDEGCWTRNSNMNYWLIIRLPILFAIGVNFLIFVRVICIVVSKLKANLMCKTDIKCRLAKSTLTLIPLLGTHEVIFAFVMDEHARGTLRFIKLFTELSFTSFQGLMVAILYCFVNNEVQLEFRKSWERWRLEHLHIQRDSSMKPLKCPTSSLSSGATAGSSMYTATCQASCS
#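 Assay principle: reduced luminescence from a cAMP-responsive reporter in HEK293 cells co-expressing a constitutively active GLP-1R. Conditions: 24 hr compound incubation, 37 deg C, 5% CO2.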
# GLP1R cytotox: cytotoxic in the GLP-1 receptor inverse agonist counter-screen. HEK293 cAMP-luciferase reporter cells, luminescence, 24 h. Potency, µM (highest dose often 38.3 µM), without a hit: top-dose activity change, negative = inhibition, most hits filed as inhibitors. actives 0.13% (n = 410,000);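 further: loss of luciferase light is scored as toxicity; on the % scale 0 is the no-effect control and ±100 the full control effect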
#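 Cells in DMEM/10% Nu serum/1% pen-strep, 1536-well format. Pre-incubated 12 h, dosed with 23 nL compound, incubated a further 24 h. Luciferase detection, 12 min at room temp, luminescence.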
# HT1080-NT tox: kills 2HG-producing HT-1080-NT fibrosarcoma cells | Potency, µM (highest dose often 46.1 µM), for inactives: at the highest dose activity, negative = less viability, actives largely listed as cytotoxic | HT-1080-NT fibrosarcoma viability, CellTiter-Glo ATP luminescence, 48 h | AID 686970 | actives 1.6% (n = 360,000);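 further: NT is the 2HG producing partner of a matched IDH1 knockdown line; 0% = DMSO-treated cells and -100% = media-only wells without cells; nearly all actives have a fitted effect of over 55% in size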
#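 Compounds were tested in concentration-response format on HT-1080-NT cells for 48 hours at 37 degrees C. Cell viability came from CellTiter-Glo luminescence; curves were classified by r2, response magnitude and activity.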
# SW480 rerep: DNA re-replication induction in SW480 cells; SW480 DNA re-replication, Hoechst DNA content imaging, 48 h; Potency, µM (series often up to 46.1 µM), for the others: top-dose re-replication activation, hits mostly activators; actives 1.8% (n = 340,000); AID 624297; further: % of control where 0% means no effect; nearly all actives have a fitted effect of over 55% in size
#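 Image-based DNA-content assay: after two days of treatment, nuclei were labelled with the DNA dye Hoechst and imaged, and hits were compounds raising the count of nuclei showing high fluorescence intensity.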
# TDP-43 yeast inh: rescues yeast growth from TDP-43 toxicity. TDP-43 expressing yeast growth rescue, BacTiter-Glo, 24 h. Potency, µM (series often up to 46.1 µM), without a hit: at the top dose growth rescue (activation), actives largely listed as activators. actives 1.8% (n = 410,000); further: % of control where 0% means no effect; nearly all actives have a fitted effect of over 50% in size
#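 Growth rescue of TDP-43-toxic yeast measured as ATP luminescence (BacTiter-Glo). Cells grown to mid-log in raffinose, induced in galactose at OD600=0.02, exposed to compound 24 hr at 30 deg C.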
# KB-3-1 tox: KB-3-1 parental cell cytotoxicity. KB-3-1 viability, CellTiter-Glo ATP luminescence, 72 h. Potency, µM (highest dose often 46.1 µM), inactives show at the top dose activity change, negative = cytotoxic, hits mostly cytotoxic. actives 1.4% (n = 400,000). AID 1347075; further: on the % scale 0 is the no-effect control and ±100 the full control effect; nearly all actives have a fitted effect of over 60% in size
#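 Using CellTiter-Glo luminescence, growth of non-resistant KB-3-1 adenocarcinoma cells is assessed 72 h after pin-tool compound addition at 37 °C. Normalized responses across the concentration series yield fitted curves.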
# HT1080 IDH1KD tx: toxicity to HT-1080 IDH1 knockdown cells (counter line) | HT-1080 IDH1 knockdown viability, ATP luminescence, 48 h | Potency, µM (highest dose often 46.1 µM), inactives show top-dose activity, negative = toxicity, most hits filed as cytotoxic | actives 2% (n = 360,000) | AID 686971;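 further: 0% = DMSO wells and -100% = cell-free medium wells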
#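 In this qHTS, HT-1080 cells depleted of IDH1 are exposed for 48 h at 37 °C to compound titrations. Toxicity is scored from CellTiter-Glo luminescence, with DMSO as full viability and medium alone as none.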
# GLP-1R agonist: activates the human GLP-1 receptor; P43220; HEK293 GLP-1R CRE-luciferase, luminescence, 4-6 h; cells express a hypersensitive GLP-1R form; Potency, µM (highest dose often 45.6 µM), without a hit: at the highest dose activation, actives largely listed as activators; actives 0.007% (n = 380,000); AID 624172; further: % of control where 0% means no effect
# * hit, by the source's call; ? = inconclusive; . = no result given; & = joins results of further samples; [ ] = another dose, or the depositor's remark. The call rests on the fitted dose curve; in most records, active means well fitted curve in the direction sought with a large enough effect; inconclusive means small, poorly fitted or top-dose-only effect, or another doubt; inactive means no such curve, though single readings can be large; an effect the other way counts as inactive or inconclusive. Potency means the concentration at half of the fitted maximal effect.
SMILES,KB-V1 MDR tox,GLP-1R inv ag,GLP1R cytotox,HT1080-NT tox,SW480 rerep,TDP-43 yeast inh,KB-3-1 tox,HT1080 IDH1KD tx,GLP-1R agonist
Nc1nc2ncc(C(=O)c3cc(Cl)cc(Cl)c3O)cc2s1,2%,11%,-1%,-4%,13%,10%,0%,0%,-2%
COc1ccc(-n2nc(C(=O)N3CCN(c4ccccc4OC)CC3)c3c4ccccc4n(C)c3c2=O)cc1,-5%,9%,-8%,.,.,?,-4%,.,.
CCCCn1c(NCc2cc(Cl)ccc2O)nc2ccccc21,13µM*,?,-2%,.,.,25%,?,.,-1%
CCN(CC(=O)Nc1c(F)cccc1F)C(=O)c1ccc2c(c1)NC(=O)C(C)S2 (stereo not given),0%,3%,4%,13%,-4%,15%,-12%,?,13%
CCCCCCCCC(=O)NCCOc1ccccc1,3%,-29%,17%,7%,0%,0%,5%,2%,14%
CCOc1ccccc1NS(=O)(=O)c1ccc2[nH]c3c(c2c1)CCCCC3,?,?,?,.,.,19%,?,.,5%
Cc1nn(CC(=O)Nc2cccc(C(F)(F)F)c2)c(=O)c2nn(-c3ccccc3)c(C)c12,6%,-29%,0%,.,.,21%,-4%,.,.
CC(=O)N[C@@H](C)C(=O)N1CCC(n2nccc2NC(=O)CCCc2ccccc2)CC1,?,3%,-9%,22%,-16%,7%,19%,18%,-4%
Cc1cccc(C(=O)Nc2sc(C(=O)N3CCCC3)c(C)c2C#N)c1,0%,23%,-7%,3%,0%,-15%,-3%,0%,1%
COc1ccc(C2C(C(=O)OCC3CCCO3)=C(C)NC3=C2C(=O)CC(c2ccco2)C3)cc1O (stereo not given),6%,30%,-4%,-7%,1%,0%,0%,-11%,-2%
Cc1ccc(C(=O)Nc2ccccc2C(N)=O)o1,-30%,0%,11%,-3%,0%,2%,-1%,4%,20%
Cc1nc(SCc2cccc(Oc3ccccc3)c2)n[nH]1,-2%,11%,1%,-20%,0%,28µM*,7%,?,6%
Cc1ccccc1OCC(=O)NC(Cc1c[nH]c2ccccc12)C(=O)O (stereo not given),1%,5%,0%,15%,-25%,-11%,0%,1%,0%
COc1ccccc1Cc1c(C(C)(C)C)nc2c3ccccc3ccn12,-20%,?,-24%,?,.,27%,?,13µM*,-3%
O=C(COC(=O)c1ccco1)c1ccc(Cl)cc1,0%,7%,15%,-1%,?,-23%,?,1%,16%

# Entries of single compounds from above. Order of values: KB-V1 MDR tox	GLP-1R inv ag	GLP1R cytotox	HT1080-NT tox	SW480 rerep	TDP-43 yeast inh	KB-3-1 tox	HT1080 IDH1KD tx	GLP-1R agonist
# `CCN(CC(=O)Nc1c(F)cccc1F)C(=O)c1ccc2c(c1)NC(=O)C(C)S2` (stereo not given) across the screens: 0%	3%	4%	13%	-4%	15%	-12%	?	13%
# `COc1ccc(-n2nc(C(=O)N3CCN(c4ccccc4OC)CC3)c3c4ccccc4n(C)c3c2=O)cc1` across the screens: -5%	9%	-8%	.	.	?	-4%	.	.
# `CCCCCCCCC(=O)NCCOc1ccccc1` across the screens: 3%	-29%	17%	7%	0%	0%	5%	2%	14%
# `COc1ccc(C2C(C(=O)OCC3CCCO3)=C(C)NC3=C2C(=O)CC(c2ccco2)C3)cc1O` (stereo not given) across the screens: 6%	30%	-4%	-7%	1%	0%	0%	-11%	-2%

# (next part)
SMILES,KB-V1 MDR tox,GLP-1R inv ag,GLP1R cytotox,HT1080-NT tox,SW480 rerep,TDP-43 yeast inh,KB-3-1 tox,HT1080 IDH1KD tx,GLP-1R agonist
Cc1cc(C)c(NC(=O)CCCN2CCN(C)CC2)c(C)c1,0%,-7%,-6%,10%,3%,-10%,6%,11%,15%
CCOc1ccccc1NC(=O)CCNC(=O)c1ccco1,12%,5%,4%,13%,-5%,-18%,-8%,0%,0%
C[C@H]1CN=C(Nc2ccccc2)N1CC1CCCCCC1,-2%,-13%,15%,1%,-4%,7%,?,8%,12%
COC(=O)c1ccccc1NC(=O)NCc1ccccn1,-8%,5%,-24%,4%,-2%,1%,?,0%,-7%
CC(=O)Nc1c(O)nc(SCC(=O)N2CCCCC2)[nH]c1=O,1%,10%,1%,-1%,-4%,16%,4%,-5%,1%
Cc1[nH]nc(N)c1-c1ccccc1,0%,2%,-9%,-6%,6%,1%,-5%,-2%,12%
O=C1CC(N2CCCN(C3CC(=O)N(c4ccc(F)cc4)C3=O)CC2)C(=O)N1c1ccc(F)cc1 (stereo not given),-4%,7%,0%,9%,-4%,-46%[inhibitor],8%,2%[9.24 µM],7%
CCOc1ccc2c(c1)/C(=C(\C(Cl)=C(Cl)Cl)[N+](=O)[O-])N2,0%,5%,190%[activator],2%,?,-3%,?,-6%,5%
Cc1cc(C)c2c(n1)SCC(=O)N2CC(=O)Nc1ccc(Br)c(C)c1,-4%,?,1%,-5%,-35%[inhibitor],?,4%,0%,-6%
COC(=O)C1=C(C)NC(C)=C(C(=O)OC)C1C(=O)OCC(=O)N1c2ccccc2CC1C (stereo not given),-4%&-5%,21%&12%,1%&-15%,-6%&2%,0%&2%,-11%&1%,1%&12%,-2%&0%,17%&6%
O=[N+]([O-])c1ccc(/C=[N+](\[O-])[C@@H]2CCCC[C@@H]2/[N+]([O-])=C/c2ccc([N+](=O)[O-])o2)o1,21µM*,28%,5%,-20%,2.9µM*,24%,?,-2%,1%
COc1ccc(OCC(=O)NC(=S)Nc2ccccc2F)cc1,27%,0%,1%,2%,-18%,11%,1%,9%,4%
COc1ccccc1C(=O)NC(C)c1ccc(-n2ccnc2)cc1 (stereo not given),-1%,29%,12%,2%,-14%,-5%,8%,-7%,5%
COC(=O)C1CCN(Cc2c(C(=O)N3C[C@@H](C)O[C@@H](C)C3)nc3ccc(Cl)cn23)CC1,-10%,2%,2%,2%,-13%,-3%,23%,4%,-3%
CC1Oc2ccccc2C=C1/C=N/NC(=O)c1ccccc1O (stereo not given),17%,?,?,?,1%,10%,2%,?,6%
CC(=O)N/N=C\c1cccc(OC/C=C/c2ccccc2)c1,0%,3.5µM*,-5%,-3%,?,?,-1%,2%,-4%
CC1(C)CC2CC(C)(CN2C(=O)COC(=O)c2ccc(Cl)cc2N)C1 (stereo not given),-6%,?,15%,0%,13%,-12%,-12%,1%,-12%
CN(CC(=O)Nc1ccccc1Br)CC(=O)Nc1ccccc1-c1ccccc1,-26%,?,-25%,0%,?,22%,9%,-1%,10%
CCCCNC(=O)c1cc(-c2ccccc2)sc1N,?,-1%,-14%,-24%,.,26%,2%,-18%,.
S=C(Nc1ccc(Cl)cc1Cl)Nc1ccccc1Oc1ccccc1,-12%,?,-23%,-10%,-14%,7%,-4%,-7%,-1%
CC1OC(Nc2ccc(N=Nc3ccccc3)cc2)C(O)C(O)C1O (stereo not given),14%,-8%,?,-6%,-3%,-9%[0.397 µM],1%,-1%,9%
Cc1ccc(CC(=O)Nc2cccc(C(=O)Nc3c(C)n(C)n(-c4ccccc4)c3=O)c2)cc1C,9%,-18%,-11%,-13%,.,9%,-4%,-1%,12%
COc1ccc(/C=C2\NC(=S)N(CC3CCCO3)C2=O)c(OC)c1C (stereo not given),8%,-25%,-13%,?,-4%,13µM*,11%,-7%,1%
Cc1ccccc1N(CC(=O)N/N=C/c1cc(Br)c(C)o1)S(C)(=O)=O,?,0%,12%,-5%,-3%,11%,7%,-7%,0%
CCOC(=O)c1c(NC(=O)COC(=O)c2ccccn2)sc(C)c1C,?,-11%,5%,1%[9.24 µM],-26%,10%,1%,-1%,-4%
COc1ccc(OC)c2c1sc(=NC(=O)C1CCCCC1)n2C,-1%,3%,4%,21%,-1%,-1%,7%,19%,8%
CC(C)(C)N(Cc1ccccc1)C(=O)c1ccc(Cl)cc1[N+](=O)[O-],?,?,14%,-1%,1%,21%,-8%,13%,4%
Clc1ccc(-c2[nH]ncc2N=Nc2ccccc2)cc1,7%,?,-1%,-25%,0%,13%,2%,?,-5%
C=CCn1c(=O)/c(=C/c2ccc(Cl)cc2)s/c1=C(/C#N)c1nnc2n1CCCCC2,8%,?,?,0%,-12%,-18%,4%,9%,3%
COC(=O)c1cc(S(=O)(=O)N2CCCC2)c(Cl)cc1Cl,-20%,-2%,-1%,17%,6%,18%,-11%,-4%,4%
CCOC(=O)c1c(C)sc(-c2c(-c3cc(C)ccc3C)[nH]c3c2c(=O)[nH]c(=O)n3C)c1O,-14%,?,-4%,.,.,15%,?,.,.
O=C(C/C(=N/O)c1ccccc1O)C(F)F,0%,1%,-7%,14%,-4%,8%,-3%,0%,9%
O=C(c1ccccc1)c1ccc(OCCCCN2CCCCC2)cc1,-9%,?,-7%,-13%,-9%,-18%,-11%,-7%,5%
COc1cc(C)ccc1S(=O)(=O)NC(=O)C1(C)CCN1C(=O)Cc1ccccc1Cl (stereo not given),5%,20%,6%,14%,.,9%,0%,9%,2%
COC(=O)c1c(C)sc(-c2c(-c3ccc4c(c3)OCCO4)[nH]c3c2c(=O)n(C)c(=O)n3C)c1O,24%,0%,0%,.,.,27%,-1%,.,.
CN1CCN(C(=O)C2CCCN(S(=O)(=O)c3ccc(Br)cc3)C2)CC1 (stereo not given),-24%,-1%,28%,-3%,-1%,-1%,-1%,1%,6%
CC(C)(C)c1ccc(C(=O)N2CCN(Cc3cc(=O)n4nc(-c5ccccc5F)sc4n3)CC2)cc1,0%,0%,4%,.,.,12%,3%,.,.
CCN(CC)c1ccc(CNCCCSc2nnnn2C)cc1,-10%,?,0%,.,.,1%[9.22 µM],-2%,.,.
O=C1CCC(C(=O)N2CCN(c3cnccn3)CC2)CN1CCc1cccc(F)c1 (stereo not given),17%,-13%,-7%,-3%,?,-1%,13%,5%,3%
Cc1cc(C=C(C#N)C#N)c(C)n1-c1ccccc1,7%,16%,-10%,10%,15%,-3%,6%,9%,-1%
COc1cccc(CNc2ccc([N+](=O)[O-])cc2Cl)c1O,?,?,-32%,-1%,-1%,14µM*,-1%,6%,-2%

# The order is random; any-hit rate near 9.4%.
